hK5 inh = human KLK5 protease inhibitors, primary screen, biochemical, 1536-well; actives 0.59% (n = 210,000); Kallikrein-5 (Homo sapiens), Q9Y337; AID 873, 2007; recombinant hK5, fluorogenic AMC substrate cleavage; inhibition, % at 5 µM;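 active = inhibition of 40% or more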;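 also: 0% = enzyme controls without compound and 100% = no-enzyme blanks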
Target sequence (Q9Y337 67-293 limits assumed): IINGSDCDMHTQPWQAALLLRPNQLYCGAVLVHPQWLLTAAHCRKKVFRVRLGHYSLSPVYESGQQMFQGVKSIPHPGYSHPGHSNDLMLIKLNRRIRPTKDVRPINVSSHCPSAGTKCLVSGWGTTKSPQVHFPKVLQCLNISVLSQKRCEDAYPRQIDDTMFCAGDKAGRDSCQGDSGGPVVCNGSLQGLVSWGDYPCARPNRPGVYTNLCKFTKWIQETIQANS
thrombin 1536 = human alpha-thrombin inhibitors, primary screen, counter-screen for coagulation protease inhibitor project, biochemical, 1536-well, fluorogenic AMC substrate. Prothrombin (Homo sapiens), P00734. Boc-VPR-AMC fluorogenic substrate cleavage. inhibition, % at 5 µM. actives 0.26% (n = 220,000);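 active = inhibition at or above 40%; inactive = inhibition below 40%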;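 also: 0% = enzyme with no compound and 100% = wells without enzyme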
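Material: human alpha-thrombin protein; Also added: Boc-VPR-AMC substrate, 15 µM final; Timing: enzyme reaction carried out at room temperature; Signal: fluorescence, ex 355 nm, em 460 nm; Measure: % inhibition of thrombin; Controls: enzyme without compound as high, wells lacking enzyme as low.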
Wee1 stabilizer = Wee1 degradation inhibitors, primary screen, cell-based, HeLa, Wee1K328M-luciferase, luminescence; Wee1-like protein kinase (Homo sapiens), P30291; HeLa Luc-Wee1K328M stability; 100% = proteasome inhibitor MG132 effect; reporter increase, % at 5 µM; actives 1.2% (n = 220,000);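 active = activation above the mean of all tested compounds plus 3 SD, set per screening run, cut at about 8.8% in these data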;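 also: cells exposed to compound for 20 h before luminescence read; 0% = DMSO alone and 100% = MG132 at 30 µM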
FXIa inh = human FXIa protease inhibitors, primary screen, biochemical, 1536-well | purified FXIa, Boc-Glu-Ala-Arg-AMC fluorogenic substrate | AID 798, 2007 | inhibition, % at 5 µM | actives 0.14% (n = 220,000) | Coagulation factor XI (Homo sapiens), P03951;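 active = inhibition of at least 40%; inactive = inhibition below 40%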;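 also: fluorescence of freed AMC excited at 355 nm; 0% = enzyme without compound and 100% = no enzyme blank; many of its hits are not listed in these tables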
FXIIa inh 1536 = human FXIIa protease inhibitors, primary screen, biochemical, 1536-well | Coagulation factor XII (Homo sapiens), P00748 | purified FXIIa, Boc-QGR-AMC fluorogenic substrate, 2 h | inhibition, % at 5 µM | actives 0.3% (n = 220,000); in the data active = inhibition above about 40%;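 also: 0% = enzyme with no compound and 100% = blank without enzyme; many of its hits are not listed in these tables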
PERK inh = block of dimerizer-induced PERK translation repression, primary screen, PERK inhibitor project, CHO PERK-DD cells, SEAP luminescence, HTS; Eukaryotic translation initiation factor 2-alpha kinase 3 (Homo sapiens), Q9NZJ5; CHO PERK-DD fusion, SEAP luminescence translation reporter; inhibition, % at 5.6 µM; actives 0.17% (n = 220,000);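 active = inhibition above the mean inhibition of all tested compounds plus 3 SD, set separately per screening campaign, cut at about 2.9% in these data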;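 also: PERK kinase domain activated by AP20187 dimerizer at 100 nM; 0% = DMSO with dimerizer and 100% = rapamycin at 8.4 µM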
KCC2 mod = KCC2 cotransporter modulators, thallium flux, primary screen, cell-based, HEK293 KCC2, FluoZin-2 fluorescence, MLSMR; KCC2 cells, thallium flux FluoZin-2 fluorescence; B-score of Tl+ flux slope (higher = more flux/activation; lower = inhibition) at 10 µM; actives 2.2% (n = 190,000); AID 1456, 2008; Solute carrier family 12 member 5 (Homo sapiens), Q9H2X9;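 active = thallium flux slope and its plate-corrected score both differing from the plate sample mean at a set confidence after two filtering rounds, in either direction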;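 also: slope of fluorescence scaled to starting intensity during 10 to 20 s after thallium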
p97 ATPase inh = inhibitors of human p97 ATPase, primary screen, biochemical. Transitional endoplasmic reticulum ATPase (Homo sapiens), P55072. recombinant p97 ATPase, Kinase-Glo ATP luminescence, 3 h. inhibition, % at 8 µM. actives 0.42% (n = 220,000). AID 1481, 2009; in the data active = inhibition above about 15%;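 also: 0% = DMSO vehicle and 100% = wells lacking enzyme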
Furin inhibitor = human furin inhibitors, primary screen, biochemical, fluorescence intensity; purified furin, fluorogenic substrate cleavage; inhibition, % at 30 µM; P09958; actives 0.061% (n = 220,000); in the data active = inhibition above about 25%; also: inactives centre near -15
Target sequence (P09958 108-714 limits assumed): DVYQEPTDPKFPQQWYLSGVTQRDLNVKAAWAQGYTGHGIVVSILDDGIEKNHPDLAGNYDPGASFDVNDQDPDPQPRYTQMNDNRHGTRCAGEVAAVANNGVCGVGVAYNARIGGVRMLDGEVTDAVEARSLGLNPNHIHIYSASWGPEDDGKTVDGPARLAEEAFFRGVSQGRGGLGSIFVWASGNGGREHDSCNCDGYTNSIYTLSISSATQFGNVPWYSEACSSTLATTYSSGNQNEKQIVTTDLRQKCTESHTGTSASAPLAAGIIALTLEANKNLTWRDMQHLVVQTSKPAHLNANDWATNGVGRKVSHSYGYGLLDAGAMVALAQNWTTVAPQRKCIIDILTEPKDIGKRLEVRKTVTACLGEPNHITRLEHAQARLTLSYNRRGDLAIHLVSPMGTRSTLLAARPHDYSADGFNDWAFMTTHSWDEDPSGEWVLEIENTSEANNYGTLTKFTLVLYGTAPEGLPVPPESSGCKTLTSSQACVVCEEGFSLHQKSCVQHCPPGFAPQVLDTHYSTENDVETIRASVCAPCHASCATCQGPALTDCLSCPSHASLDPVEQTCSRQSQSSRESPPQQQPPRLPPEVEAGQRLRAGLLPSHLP
Numbers without * were called inactive; / = not tested or not shown; [ ] = remark or other dose. An unsorted share of the library; about 4.4% have a hit in one of these screens.

Start of the data: the first six compounds (preview)
Values run as follows: hK5 inh	thrombin 1536	Wee1 stabilizer	FXIa inh	FXIIa inh 1536	PERK inh	KCC2 mod	p97 ATPase inh	Furin inhibitor
- CNc1nc(N)c(C(=O)Nc2cc(C)on2)s1
  -2	-1	0	-4	0	0.4	-0.17	-1	-10
- CCOC(=O)c1ccc(Cl)c(NC(=O)c2cccnc2)c1
  -1	-12	1	-5	1	1.9	/	4	-24
- CC(/C=N/NC(=O)c1ccc2nc(C)[nH]c2c1)=C\c1ccccc1
  2	-2	3	4	13	1.4	-0.17	7	-15
- COc1ccccc1Nc1nc(N)nc(CSc2nc(C)cc(C)n2)n1
  -2	-6	-1	-4	1	-1.0	/	5	-18
- CNS(=O)(=O)c1cnccc1N1CCN(c2cccc(C(F)(F)F)c2)CC1
  -23	4	-2	4	13	-0.1	-1.5	4	-15[20 µM]
- O=C(COc1ccc(S(=O)(=O)NC2CCCC2)cc1)N1CCCCCC1
  4	-2	-2	4	0	-0.2	0.3	2	-22[20 µM]

The listing, from the first entry:
Values run as follows: hK5 inh	thrombin 1536	Wee1 stabilizer	FXIa inh	FXIIa inh 1536	PERK inh	KCC2 mod	p97 ATPase inh	Furin inhibitor
- CNc1nc(N)c(C(=O)Nc2cc(C)on2)s1
  -2	-1	0	-4	0	0.4	-0.17	-1	-10
- CCOC(=O)c1ccc(Cl)c(NC(=O)c2cccnc2)c1
  -1	-12	1	-5	1	1.9	/	4	-24
- CC(/C=N/NC(=O)c1ccc2nc(C)[nH]c2c1)=C\c1ccccc1
  2	-2	3	4	13	1.4	-0.17	7	-15
- COc1ccccc1Nc1nc(N)nc(CSc2nc(C)cc(C)n2)n1
  -2	-6	-1	-4	1	-1.0	/	5	-18
- CNS(=O)(=O)c1cnccc1N1CCN(c2cccc(C(F)(F)F)c2)CC1
  -23	4	-2	4	13	-0.1	-1.5	4	-15[20 µM]
- O=C(COc1ccc(S(=O)(=O)NC2CCCC2)cc1)N1CCCCCC1
  4	-2	-2	4	0	-0.2	0.3	2	-22[20 µM]
- CCOc1cc(NC(=S)NCc2ccco2)c(OCC)cc1NC(=O)c1ccco1
  20	13	0	20	34	-1.9	-1.8	2	-2
- CCn1cc(CNC(=O)CSc2nc(-c3ccc(OC)c(OC)c3)cc(C(F)(F)F)n2)c(C)n1
  -9	1	0	4	5	-0.6	-0.5	2	-18
- COc1cccc(/C=N/N2CCOCC2)c1O
  -5	-14	4	-5	6	-0.6	0.037	-7	-16
- Cc1n[nH]c(=O)nc1NCC1CCCO1 (stereo not drawn)
  -1	0	-1	1	-1	1.6	/	4	-10[20 µM]

Next part.
Values run as follows: hK5 inh	thrombin 1536	Wee1 stabilizer	FXIa inh	FXIIa inh 1536	PERK inh	KCC2 mod	p97 ATPase inh	Furin inhibitor
- O=C1CC(C2CCCO2)C(=O)N1c1cccc(Cl)c1 (stereo not drawn)
  -23	1	-4	-1	10	1.9	0.41	8	-33
- CCN1C(=O)c2ccccc2S(=O)c2ccc(C(=O)N3CCCCCC3)cc21 (stereo not drawn)
  -6	0	-3	1	7	-0.4	0.52	4	-7
- CCc1cccc(OCCN2CCCC2)c1
  -18	-4	0	-5	3	0.2	1	6	-25
- O=C1NC(=Nc2ccccc2)S/C1=C\C=C\c1ccco1
  -14	-8	0	6	8	0.1	-0.37	13	-3
- CC(O)(C#CCN1CCOCC1)c1ccccc1 (stereo not drawn)
  -22	2	-1	9	12	0.4	/	-1	-5
- N#Cc1nc(-c2cccc3ccccc23)oc1NCCN1CCOCC1
  -19	-3	1	-17	-21	-0.7	-1.1	3	-94
- CC(C)CC1CCCCC1OC(=O)CN1CCCCC1 (stereo not drawn)
  0	-3	1	-2	7	0.9	-0.014	11	-29
- NC(=O)c1ccccc1OCC(=O)NC12CC3CC(CC(C3)C1)C2
  -5	3	0	0	8	-0.6	-0.13	1	-24[20 µM]
- O=c1c2ccccc2nnn1CCO
  /	-3	-1	-3	12	0.7	-0.11	4	-21
- O=C(CCS(=O)(=O)c1ccccc1)Nc1ccc(-c2nc3ccccc3s2)c(O)c1
  -10	-4	-4	-2	1	0.7	0.1	-1	0

The list goes on:
Values run as follows: hK5 inh	thrombin 1536	Wee1 stabilizer	FXIa inh	FXIIa inh 1536	PERK inh	KCC2 mod	p97 ATPase inh	Furin inhibitor
- O=C1c2ccccc2C(Nc2ccccc2)N1c1cccnc1 (stereo not drawn)
  -3	6	-2	7	19	0.7	/	6	-25
- O=C(CCn1cnnn1)Nc1ccc(Cl)cc1Cl
  -6	-9	-2	-4	9	0.7	0.47	-3	-20
- Cc1ccc(C#N)c(SCc2ccccc2F)n1
  5	-8	11*	-9	0	1.2	-1.7	5	-8
- C/C(O)=C(\C#N)P(=O)(c1ccccc1)c1ccccc1
  -5	-3	-1	5	5	2.0	-0.28	10	-20
- Clc1ccc(-c2nnc(Sc3nc4ccccc4o3)c3ccccc23)cc1
  5	3	2	2	16	0.9	0.11	6	-7[20 µM]
- COc1ccc2c(c1OC)C(=O)N(c1ccc(C)cc1)C2
  4	-2	2	5	14	-0.1	-0.78	5	-4
- COC(=O)c1cc(C(=O)OC)cc(N2C(=O)CC(N3CCN(c4ccccc4)CC3)C2=O)c1 (stereo not drawn)
  -4	5	0	1	6	0.5	0.13	1	-7[20 µM]
- CC(=O)Nc1c(Nc2ccccc2)c2ccccc2oc1=O
  3	-11	-3	-7	-4	0.5	/	4	-8
- Cc1ccccc1NC(=S)N(Cc1cccnc1)Cc1ccco1
  -7	-1	0	4	11	1.3	-0.0054	2	-14
- Cc1ccc2nc(NC(=O)CC3Oc4ccccc4NC3=O)sc2c1 (stereo not drawn)
  -2	-4	0	-2	6	-0.2	0.34	-1	-22

Random excerpt: four entries already listed.
Values run as follows: hK5 inh	thrombin 1536	Wee1 stabilizer	FXIa inh	FXIIa inh 1536	PERK inh	KCC2 mod	p97 ATPase inh	Furin inhibitor
- CNS(=O)(=O)c1cnccc1N1CCN(c2cccc(C(F)(F)F)c2)CC1
  -23	4	-2	4	13	-0.1	-1.5	4	-15[20 µM]
- CCN1C(=O)c2ccccc2S(=O)c2ccc(C(=O)N3CCCCCC3)cc21 (stereo not drawn)
  -6	0	-3	1	7	-0.4	0.52	4	-7
- CC(=O)Nc1c(Nc2ccccc2)c2ccccc2oc1=O
  3	-11	-3	-7	-4	0.5	/	4	-8
- O=C(COc1ccc(S(=O)(=O)NC2CCCC2)cc1)N1CCCCCC1
  4	-2	-2	4	0	-0.2	0.3	2	-22[20 µM]

Following part:
Values run as follows: hK5 inh	thrombin 1536	Wee1 stabilizer	FXIa inh	FXIIa inh 1536	PERK inh	KCC2 mod	p97 ATPase inh	Furin inhibitor
- O=C(COc1ccccc1[N+](=O)[O-])c1ccccc1
  -3	3	0	0	5	0.5	-1.4	5	-16
- CCOc1ccc(N=c2scc(-c3ccccc3)n2CCO)cc1
  -8	-2	-1	18	29	-0.3	-0.43	-6	-18[20 µM]
- O=C(c1cc(-c2ccco2)on1)N1CCN(C(c2ccccc2)c2ccccc2)CC1
  -4	6	0	0	9	-0.7	/	-6	-18
- N#CC1=C(N)NC(SCc2ccc(F)cc2)=C(C#N)C12CCCCC2
  -4	4	7	1	14	0.4	-3.1	2	-14[20 µM]
- CC(C)(C)c1ccccc1NC(=S)NC1CCCCC1
  -4	2	0	2	3	0.1	0.54	-3	-16
- COc1ccc(C(=O)COc2ccc3ccc(=O)oc3c2)cc1
  6	0	-1	-2	8	0.4	-0.76	2	-23
- O=C(OCC(=O)N1CCc2ccccc2C1)c1cccc([N+](=O)[O-])c1
  27	-7	1	-3	4	0.6	-2.5	-5	0
- Cn1c(NNC(=O)C2CCCCC2)cc(=O)n(C)c1=O
  -4	-4	0	-7	-1	0.5	0.58	1	-10
- CC(C)CN(C(=O)CN1CCc2ccccc21)c1c(N)n(CC(C)C)c(=O)[nH]c1=O
  6	0	-1	1	4	-0.4	0.66	7	-29
- COc1ccc(C2CC(C)=C(C#N)S(=O)(=O)C2C#N)cc1 (stereo not drawn)
  0	-2	3	0	5	-0.1	0.73	6	-28

The results go on.
Values run as follows: hK5 inh	thrombin 1536	Wee1 stabilizer	FXIa inh	FXIIa inh 1536	PERK inh	KCC2 mod	p97 ATPase inh	Furin inhibitor
- O=C(CNCCO)N1CCc2ccccc21
  -48	2	1	0	8	0.2	1.2	1	-6[20 µM]
- O=C(NCc1cn(-c2ccccc2)nc1-c1ccccc1)c1cc([N+](=O)[O-])cc([N+](=O)[O-])c1
  -11	-3	0	16	19	0.0	1.2	-5	-4[20 µM]
- CN(C)C(=O)CCCc1nc(-c2ccc(Cl)cc2)no1
  8	-1	-4	-23	15	0.4	/	0	-17[20 µM]
- CCCCOc1ccc(NC(=O)C2CC=CCC2C(=O)O)cc1 (stereo not drawn)
  /	/	1	/	/	0.5	/	6	-4
- C=C(C)C1CC=C(C)/C(=N/NC(=O)c2ccc(NC(=O)CC)cc2)C1 (stereo not drawn)
  -1	3	3	1	9	0.0	-0.63	-5	-12[20 µM]
- COc1ccc2c(Cl)c(C(=O)NC3CCS(=O)(=O)C3)sc2c1 (stereo not drawn)
  1	2	-1	2	7	0.6	0.37	5	-15

Structures listed above that bear a hit mark in Wee1 stabilizer.
smiles | hK5 inh | Wee1 stabilizer | FXIa inh | FXIIa inh 1536 | PERK inh | KCC2 mod | p97 ATPase inh | Furin inhibitor
Cc1ccc(C#N)c(SCc2ccccc2F)n1 | 5 | 11* | -9 | 0 | 1.2 | -1.7 | 5 | -8

Bioassay records (PubChem)
